Screening data from PubChem.
Pf apPOL block – Pf-apPOL DNA polymerase inhibition. Recombinant Pf-apPOL, molecular beacon fluorescence, 1.5 h. inhibition, % at 10 µM. 210,000 tested, 0.25% active. AID 1794808
mHTT CaM bind – inhibitors of human mutant huntingtin-calmodulin interaction; AlphaScreen His-mHTT/GST-CaM binding, luminescence; AID 1671202; 190,000 tested, 3.6% active; inhibition, % at 15 µM; P42858;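 note: 0% = both proteins with DMSO and 100% = one protein alone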
Active calls of the source: *; i = inactive; · = no result given; & = joins results of further samples. Cut-off read from the data, not from the text of the source: active = inhibition above about 50%; inactive = the rest.

Screens in order: Pf apPOL block	mHTT CaM bind
CCn1c(=O)c2c(ncn2C(C)c2ccccc2)n(-c2ccccc2C)c1=O (stereo not given)
    -2	6
NC(=O)c1c(NC(=O)Cc2ccc(Cl)cc2)sc2c1CCCCC2
    -3	6
Cc1ccccc1CSCC(=O)NC1CC1
    -1	2
Clc1cc(Cl)c2c(c1)C=C1CCCCC1(N1CCCC1)O2 (stereo not given)
    -10	·
COc1ccc(Nc2ncc3c(n2)CCN(Cc2ccc(F)cc2)C3)c(OC)c1
    -11	5
Cc1ccc([N+](=O)[O-])c(C(=O)N(CCc2ccccn2)c2ccccc2)c1
    3	·
O=C(O)CNC(=O)/C(=C\c1ccc2c(c1)OCO2)NC(=O)c1ccccc1Br
    3	1
COc1ccc(CNc2ccccc2F)cc1OCc1ccccc1
    3	-46
COc1ccc(C(O)CN2CCN(c3ccc(Cl)cc3)CC2)cc1OC (stereo not given)
    0	12
CCOc1ccc(-c2ncn(CC(=O)NN)c2[N+](=O)[O-])cc1
    -5	3
COc1ccc(C=C2Oc3c(ccc(O)c3C)C2=O)c(OC)c1
    -4	-8
Cc1nc2c(o1)NC(N)=C(C#N)C2c1cccs1 (stereo not given)
    ·	-7
CCn1c(C2CCN(S(=O)(=O)c3cccc(C)c3)C2)nc2cccnc21 (stereo not given)
    -2	-1
CCN(Cc1ccccc1)C(=O)Cn1cc2c(n1)CCCCCC2
    0	-9
S=C1NCN(CCc2ccccc2)CN1CCc1ccccc1
    ·	-1
Cc1cccc(OCC(=O)Nc2cccc(NC(=O)c3ccccc3)c2)c1C
    -5	0
Cc1cc(OCC(=O)NCc2ccc(F)cc2)ccc1Cl
    -5	-18
Cc1ccc(C(=O)Cn2cncn2)cc1
    2	-6
CC(C)=Cc1oc2ccc([N+](=O)[O-])cc2c1N1CCOCC1
    -4&3	7&2
Cc1ccccc1C(=O)Nc1nc(C(C)(C)C)cs1
    -3	-17
CSc1nnc(-c2nn(C)c3c2CN(C(=O)c2cccc(N(C)C)c2)CC3)n1C
    -4	17
COc1ccc(C2CC(C(F)(F)F)n3ncc(C(=O)N4CCC(C)CC4)c3N2)cc1OC (stereo not given)
    2	27
Cc1ccc(C2Cn3nnc(C(=O)N4CCN(C(=O)c5ccco5)CC4)c3CO2)cc1 (stereo not given)
    -5	0
Cc1nc(C(F)(F)F)ccc1C(=O)NCc1ccc(Cl)c(Cl)c1
    -4	·
O=C1C2=C(Nc3[nH]n(-c4ccccc4)c(=O)c3C2c2ccc([N+](=O)[O-])cc2)c2ccccc21 (stereo not given)
    1	50*
N#C/C(=C\c1cc(Br)cs1)C(N)=O
    ·	-4
O=C1C2C(c3ccccc3)OC3(C(=O)c4ccccc4C3=O)C2C(=O)N1Cc1ccccc1 (stereo not given)
    -4	10
O=C(NCCNC(=O)c1cncc(O)c1)c1cncc(O)c1
    1	2
COc1cccc(-c2cc(C3CCN(C(=O)NC4CCCC4)CC3)[nH]n2)c1
    -1	7
Cc1ccccc1C(=O)Nc1cccc(-c2nnc(SCC(=O)c3ccc(Cl)cc3)n2C)c1
    -6	25
O=C(Nc1ccc2c(=O)c3ccccc3oc2c1)c1cccc([N+](=O)[O-])c1
    -2	-6
CCOC(=O)CSc1nc2c([nH]c3ccccc32)c(=O)n1-c1ccc([N+](=O)[O-])cc1
    3	4
COc1ccc(C(O)=C2C(=O)C(=O)N(CCN3CCOCC3)C2c2ccc(C)cc2)cc1OC (stereo not given)
    -3	2
Cc1ccc(CN2C(=O)NC3(CCN(C(=O)Cc4ccc(F)cc4)CC3)C2=O)cc1
    -5	11
O=C(c1cc2nc(-c3ccc(Br)cc3)cc(C(F)(F)F)n2n1)N1CCOCC1
    -11	0
Cc1ccc(S(=O)(=O)NC2CCCCC2)c2nsnc12
    1&-4	2&1
N#CC1=C(N)N(c2ccc(Br)cc2)C2=C(C(=O)CCC2)C1c1ccc([N+](=O)[O-])cc1 (stereo not given)
    -5	25
CCN(C)c1nnc(C(=O)NC2CC2)c2ccccc12
    -4	-3
CC(=O)C(N=Nc1cc(F)c(Br)cc1F)=C(C)O
    -13	·
O=C(NCc1ccc(Cl)cc1)C1CCCN(C(=O)Cc2cccc3ccccc23)C1 (stereo not given)
    -10	35
O=C1c2ccccc2C(=O)c2cc(NC(=O)c3cc(Cl)sc3Cl)ccc21
    -4	14
O=C1OC(/C=C/c2cccc([N+](=O)[O-])c2)=NC/1=C\c1ccccc1Cl
    1	4
CCCc1cc(C2CCCN2C(=O)CCc2ccc(OC)cc2)no1 (stereo not given)
    3	2
O=S(=O)(c1cccc(C(F)(F)F)c1)N(CCCN1CCOCC1)Cc1cccs1
    -14	29
CCN(CC)c1ccc(/C=C2/S/C(=N\O)NC2=O)cc1
    -9	i
Cc1ccc(C(=O)N2CC(CN(C)C)C3(CCOCC3)C2)s1 (stereo not given)
    -4	-4
CC1CCC2(CC1)OCC(C(=O)NC1CC3CCC1C3)N2C(=O)c1ccc(F)cc1 (stereo not given)
    2	-7
COC(=O)c1ccc(OCC2c3cc(OC)c(OC)cc3CCN2C(=O)c2ccc(OC)cc2)cc1 (stereo not given)
    -4	47
CC(=O)Nc1ccc(S(=O)(=O)NC2CCCCC2)cc1
    0	-2
CCN1CCn2cc(C(=O)NCc3cccc(C)c3)nc2C1
    -7	34
Cc1ccc(N2C(=O)CC(Nc3ccc(N4CCOCC4)cc3)C2=O)cc1 (stereo not given)
    -4	5
O=C(NCc1ccc(F)c(Cl)c1)C1CCN(c2nnc3ccccn23)CC1
    -6	-7
COc1ccc(C2CC(c3cccs3)=NN2c2ccccc2)cc1 (stereo not given)
    -1	-183
Cc1ccc(-c2nc(C=Nc3cccc(Cl)c3)c(O)o2)cc1
    1	1
Cn1cc(CC(=O)NC2CCCCC2)c2ccccc21
    -4	3
CCCn1c(COc2ccccc2OC)nc2ccccc21
    5	-3
CSc1ccc(C(F)(F)F)cc1C(=O)C=CN(C)C
    1	·
CC1(C)OC(=O)C(=CNc2ccc(C(=O)O)cc2)C(=O)O1
    -3	-3
CC(C)(C)c1ccc(C(=O)Nc2ccc([N+](=O)[O-])cc2)cc1
    -3	-3
CC(=O)Nc1ccccc1C(=O)C(=O)Nc1cccc(C(=O)NCc2c(F)cc(F)cc2F)c1
    -5	17

Other results follow:
Screens in order: Pf apPOL block	mHTT CaM bind
CCN1CCN(CCCNC(=O)CC2CCN(S(=O)(=O)c3cccs3)CC2)CC1
    2	2
S=c1[nH]nc(Cc2ccc(Cl)c(Cl)c2)o1
    1	·
COCCn1c(CC2CCN(C(=O)c3ccsc3)C2)nc2cccnc21 (stereo not given)
    0	0
NC(=O)c1c(NC(=O)c2cccc(NC(=O)C(F)(F)F)c2)sc2c1CCCC2
    -2	34
CCc1ccc(-c2[nH]ncc2CN2CCCC2c2cc(C)on2)cc1 (stereo not given)
    -3	15
N#Cc1c2n(c3c(=O)n(CC(=O)c4ccccc4)cnc13)CCCC2
    0	12
CC(C)C(=O)NCc1csc(C2CCCN(C(=O)C3CCCC3)C2)n1 (stereo not given)
    -2	-5
CC(C)Oc1ccc(-c2nn(-c3ccccc3)cc2/C=c2\sc3ncnn3c2=O)cc1
    0	13
Cc1c(CC(Cl)(Cl)Cl)c2c(n1O)CC(C)(C)CC2=O
    -9	4
CC(=O)c1cccc(Oc2nc(C)nc3sc4c(c23)CCCC4)c1
    5	0
CC(C)N(C(=O)c1ccc(Br)o1)C(C)C
    -1	-7
COc1cccc(C2CC(c3ccc(Cl)cc3)Nc3nnnn32)c1OC (stereo not given)
    -4	22
O=[N+]([O-])c1ccccc1CNC1CCCCC1
    0	-5
CCc1ccc(C2CC(c3ccc(Cl)cc3)n3nc(N)nc3N2)cc1 (stereo not given)
    0	7
CNC(=O)Cc1csc(-c2ccc(F)cc2)n1
    -6	7
COc1ccccc1NS(=O)(=O)c1ccc2c(c1)CCN2C(=O)C1CC1
    0	11
O=C(c1ccccc1Cl)N1CCC(Cc2nnc(-c3ccccc3)o2)CC1
    1	10
Cc1ccsc1C1C(C#N)=C(N)OC2=C1C(=O)CC(C)C2 (stereo not given)
    1	-1
Cc1cc(C)nc(NS(=O)(=O)c2ccc(N3C(=O)C4CC=C(Cl)CC4C3=O)cc2)n1 (stereo not given)
    -5	5
CCCn1cnc2c1c(=O)n(CC(C)C)c(=O)n2-c1ccccc1C
    -1	-3
O=c1[nH]cnc(O)c1Cc1c(O)nc[nH]c1=O
    -4	-3
CN1CCC(N(C)Cc2ccc(-c3ccccc3[N+](=O)[O-])o2)CC1
    0	4
CCCCN(C)C(=O)c1ccc2c(c1)NC(=O)C1CCCCN21 (stereo not given)
    0	1
O=C(O)c1ccc(Br)c(N2C(=O)c3cc(Cl)c(Cl)cc3C2=O)c1
    0	5
CCOC1C(OCC)N(S(=O)(=O)c2ccccc2)CCN1S(=O)(=O)c1ccccc1 (stereo not given)
    7	-8
O=[N+]([O-])c1ccc(N2CCN(CC3CC=CCC3)CC2)cc1 (stereo not given)
    6	14
COC(=O)CS(=O)c1ccc(C(F)(F)F)cc1[N+](=O)[O-] (stereo not given)
    2	-19
Nc1nc2ccccc2n1Cc1ccc(Br)cc1
    -17	21
COc1cccc(-n2c(=O)[nH]c3c(C(N)=O)ncnc32)c1
    -2	-8
CCn1cc(CN2CCCC2c2cc(C(C)C)no2)c2cc(OC)ccc21 (stereo not given)
    4	39
COc1cccc(CNC(=O)CCS(=O)(=O)Cc2ccc(Cl)cc2)c1
    -19	-6
COc1cccc(/C=C2\C(=O)NC(=O)N(c3cccc(Br)c3)C2=O)c1O
    -2	7
O=C(c1ccccc1)n1cnc2ccccc21
    -10	-6
CC(NC(=O)c1cc2c(=O)n3ccccc3nc2n(C2CCCC2)c1=N)c1ccccc1 (stereo not given)
    5	18
O=[N+]([O-])c1ccc(N2CCN(C3Cc4ccccc4C3)CC2)cc1
    0	19
CCOc1cc(C(=O)Nc2sc(C)c(CC)c2C(N)=O)cc(OCC)c1OCC
    -1	4
O=C(CCn1c(=S)[nH]c2cc3c(cc2c1=O)OCO3)NCCC1=CCCCC1
    -2	-2
COc1ccc(CCNC(=O)C2CCCO2)cc1OC (stereo not given)
    -12	·
Cc1c(NC(=O)c2cccc(Cl)c2)cccc1-c1nc2ncccc2o1
    8&2	8&0
O=S1(=O)C=CCN1C1CCCC1
    4	-3
Cc1cc(C)cc(C(=O)Nc2ccc3c(c2)Sc2ncccc2C(=O)N3C)c1
    1	73*
CC(C)c1ccc(CNC(=O)CN2CCc3ccccc3C2C(=O)N2CCCC2)cc1 (stereo not given)
    3	5
COc1ccc2ccccc2c1Br
    -7	·
COc1cccc(CN2CCc3c(cc(C(=O)Nc4ccccc4OC)n3C)C2)c1
    4	88*
CCC1CN(C(=O)Nc2ccc(Cl)cc2)c2ccccc2O1 (stereo not given)
    -1	-11
CC(C)Oc1ncnc2sc3c(c12)CCCC3
    8	-27
Cc1ccc(NC(=O)C2CCN(c3cnn(C)c(=O)c3)CC2)c(C)c1
    -4	-1
Cc1nc(OCC(=O)Nc2cccc(Br)c2)c2ccccc2n1
    0	3
COc1cc(OC)cc(C(=O)N2CCN(c3cc(Cl)ccc3C)C(=O)C2C)c1 (stereo not given)
    0	3
